# Screening results: PubChem, several laboratories
# NCOA1 inh: inhibits human SRC1 coactivator; Q15788; HEK293 GAL4-SRC1 luciferase reporter, luminescence; inhibition, % at 3.6 µM; 360,000 compounds, 0.12% hits; AID 588354;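 active means inhibition above the campaign mean plus 3 SD, with each screening campaign given its own cutoff, cut at about 60% in these data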;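 further: 0% = DMSO treated cells and 100% = gossypol at 36 µM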
# ABHD5 PLIN5 PPI: blocks binding of human ABHD5 to perilipin-5; Split G. princeps luciferase complementation, luminescence, 4 h; inhibition, % at 4 µM; 360,000 compounds, 0.78% hits;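 active means inhibition above the mean inhibition across every tested compound plus 3 SD, cut at about 22% in these data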;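 further: 0% = DMSO only wells and the 100% control is not disclosed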
# NOD2-RIPK2 inh: blocks binding of human NOD2 to RIPK2; O43353; CHO BLA complementation NOD2-RIPK2, CCF4 ratio; inhibition, % at 4.98 µM; 360,000 compounds, 0.38% hits; in the data active means inhibition above about 21%;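 further: 0% = vehicle only and 100% = reference blocker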
# LMP1 NFkB inh: Epstein-Barr LMP1 NF-kappaB reporter inhibition. LMP1-induced NF-kappaB luciferase reporter cells, luminescence. inhibition, % at 12.5 µM. 350,000 compounds, 0.69% hits. AID 504558; in the data active means inhibition above about 41%;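 further: 0% = neutral control wells and 100% = reference inhibitor control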
# NR5A2 inv ag: NR5A2 inverse agonism in reporter assay | AID 602396 | 360,000 compounds, 0.13% hits | O00482 | inhibition, % at 3.6 µM | HEK293T StAR-luciferase reporter, LRH-1 transfected, 24 h;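 active means inhibition above the mean inhibition of all tested compounds plus 3 SD, cut at about 73% in these data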;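 further: 0% = DMSO wells and 100% = reporter-only cells lacking LRH-1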
# MC4R barr agon: agonists of human melanocortin 4 receptor (MC4R) beta-arrestin; U2OS MC4R beta-arrestin complementation, luminescence; percent of melanotan II response, DMSO zero; activation, % at 8.9 µM; 360,000 compounds, 0.98% hits; AID 540308;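 active means activation above a per-plate cutoff, the mean activation of sample wells on that plate plus 3 SD, cut at about 8% in these data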
# MC4R antagonist: human MC4R antagonism in cAMP assay. inhibition, % at 6.5 µM. 360,000 compounds, 0.48% hits. P32245. AID 540295. MC4R-expressing cells, MTII-stimulated cAMP, LANCE TR-FRET;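 active means inhibition above its plate's cutoff, the mean of tested wells on that plate plus 3 SD, cut at about 29% in these data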;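 further: 0% = Melanotan II alone and 100% = Melanotan II plus saturating MCL0020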
#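 Material: human MC4R-expressing U2OS cells. Probe or stimulus: Melanotan II challenge. Dosing: 6.5 µM single dose. Times: 30-min compound, 1-h challenge, 1-h detection, room temperature. Technique: TR-FRET with Eu-cAMP and labeled anti-cAMP, 671 nm. Replication: singlicate.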
# NCOA2 inhibitor: human SRC2 (NCOA2) inhibition; HEK293 GAL4-SRC2 luciferase reporter, luminescence; 370,000 compounds, 0.17% hits; inhibition, % at 9 µM;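 active means inhibition above the mean inhibition of all tested compounds plus 3 SD, set per campaign, cut at about 52% in these data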;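 further: 0% = DMSO treated cells and 100% = cells given Gossypol at 36 µM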
# Target sequence (Q15596 whole entry, looked up, the tested form may be a part): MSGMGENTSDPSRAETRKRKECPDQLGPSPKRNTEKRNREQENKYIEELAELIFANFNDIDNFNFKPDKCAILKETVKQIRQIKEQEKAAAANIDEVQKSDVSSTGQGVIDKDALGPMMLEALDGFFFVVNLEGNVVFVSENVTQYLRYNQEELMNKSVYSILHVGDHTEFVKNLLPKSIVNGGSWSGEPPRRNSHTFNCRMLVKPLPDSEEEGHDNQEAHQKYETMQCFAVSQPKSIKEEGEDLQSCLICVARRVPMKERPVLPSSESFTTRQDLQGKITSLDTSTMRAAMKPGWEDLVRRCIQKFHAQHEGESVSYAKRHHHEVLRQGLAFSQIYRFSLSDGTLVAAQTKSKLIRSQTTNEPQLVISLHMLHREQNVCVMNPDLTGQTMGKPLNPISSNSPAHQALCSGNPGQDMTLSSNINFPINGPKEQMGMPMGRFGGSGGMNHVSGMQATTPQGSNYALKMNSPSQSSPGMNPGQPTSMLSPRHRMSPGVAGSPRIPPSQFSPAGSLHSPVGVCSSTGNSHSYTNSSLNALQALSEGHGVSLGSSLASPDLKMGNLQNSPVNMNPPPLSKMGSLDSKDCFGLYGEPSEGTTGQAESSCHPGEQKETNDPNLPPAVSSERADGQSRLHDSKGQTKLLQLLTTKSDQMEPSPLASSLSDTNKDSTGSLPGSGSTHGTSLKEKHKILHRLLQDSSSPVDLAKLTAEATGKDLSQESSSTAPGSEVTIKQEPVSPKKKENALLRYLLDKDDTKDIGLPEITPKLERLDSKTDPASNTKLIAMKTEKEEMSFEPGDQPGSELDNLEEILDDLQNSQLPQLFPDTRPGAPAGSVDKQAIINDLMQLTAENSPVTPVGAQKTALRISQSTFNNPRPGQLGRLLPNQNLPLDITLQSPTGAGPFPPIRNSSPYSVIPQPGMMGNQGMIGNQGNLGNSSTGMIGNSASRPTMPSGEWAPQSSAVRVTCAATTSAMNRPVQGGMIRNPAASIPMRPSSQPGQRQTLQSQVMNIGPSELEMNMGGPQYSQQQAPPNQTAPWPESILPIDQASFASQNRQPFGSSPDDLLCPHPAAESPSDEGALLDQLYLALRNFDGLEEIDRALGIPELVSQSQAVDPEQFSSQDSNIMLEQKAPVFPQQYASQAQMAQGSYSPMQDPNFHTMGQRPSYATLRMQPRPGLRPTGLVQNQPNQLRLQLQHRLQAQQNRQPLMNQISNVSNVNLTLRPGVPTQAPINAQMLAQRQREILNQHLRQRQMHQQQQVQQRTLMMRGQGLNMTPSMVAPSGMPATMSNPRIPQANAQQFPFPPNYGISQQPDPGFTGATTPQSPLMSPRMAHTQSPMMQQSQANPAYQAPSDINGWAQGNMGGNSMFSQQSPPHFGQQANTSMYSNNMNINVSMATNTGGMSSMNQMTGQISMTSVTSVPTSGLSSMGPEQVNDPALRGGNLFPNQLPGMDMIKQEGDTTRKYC
# NR2F2 inh: blocks human COUP-TFII nuclear receptor | P24468 | HEK293T NGFI-A luciferase reporter, luminescence | inhibition, % at 8.6 µM | 370,000 compounds, 0.7% hits | AID 686940;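 active means inhibition above a per-plate cutoff, mean inhibition of test wells between control levels plus 3 SD, cut at about 38% in these data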;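 further: cells cotransfected with COUP-TFII expression vector driving the NGFI-A reporter; 0% = median of COUP-TF2 test wells and 100% = reporter-only cells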
# NCOA3 inh: inhibits human SRC3 coactivator; Q9Y6Q9; HEK293 GAL4-SRC3 luciferase reporter, luminescence; inhibition, % at 3.6 µM; 360,000 compounds, 0.17% hits; AID 588352;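 active means inhibition above a per-campaign cutoff, the mean of all compounds plus 3 SD, cut at about 60% in these data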;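 further: 0% = DMSO-treated cells and 100% = gossypol-treated cells at 36 µM; higher means less SRC3-driven luciferase light from the GAL4 reporter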
# TLR9-MyD88 block: blocks human TLR9 binding to MyD88. CHO BLA complementation TLR9-MyD88, CCF4 FRET ratio. inhibition, % at 4.98 µM. Q9NR96+Q99836. 340,000 compounds, 0.21% hits;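 active means inhibition above the mean over all tested compounds plus 3 SD, cut at about 21% in these data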;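 further: 0% = DMSO only wells and 100% = clavulanate BLA inhibitor control wells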
# Numbers without * were called inactive; . = not tested or not shown. A portion of the library; rates above refer to the full screens.
no.	NCOA1 inh	ABHD5 PLIN5 PPI	NOD2-RIPK2 inh	LMP1 NFkB inh	NR5A2 inv ag	MC4R barr agon	MC4R antagonist	NCOA2 inhibitor	NR2F2 inh	NCOA3 inh	TLR9-MyD88 block	Molecule
1	-2	7	-4	-7	-7	-1.9	-5	-16	23	2	12	C=CCNC(=O)NC(=O)COC(=O)CCCSc1nc2ccccc2[nH]1
2	5	-12	0	4	8	0.8	10	.	.	-8	-14	Nc1c(N(CCC2=CCCCC2)C(=O)COc2ccc(F)cc2)c(=O)[nH]c(=O)n1Cc1ccccc1
3	47	4	1	87*	28	0.2	8	85*	85*	67*	8	CCCN1C=CC(=C2C(=O)c3ccccc3C2=O)C=C1
4	-18	-6	-12	.	-30	0.4	18	-18	-8	-6	.	NC(Cc1ccc(F)cc1)c1csc(Nc2ccc(S(N)(=O)=O)cc2)n1 (configuration not stated)
5	-4	12	-10	6	-6	-3.8	5	-2	3	-12	-11	CCOC(=O)N1CCN(c2cc(=O)n(-c3ccccc3C)c(=O)[nH]2)CC1
6	-20	-2	2	-5	3	-3.1	5	-13	-13	-2	4	O=C(COC(=O)Cc1cccc(F)c1)NC(=O)NC1CCCCC1
7	-3	-4	4	-9	6	-1.4	-1	-6	-18	-1	-30	OCC[C@H]1C[C@@H](O)[C@H](O)[C@]2(CCc3ccccc3O2)O1
8	-17	-2	-1	3	0	0.9	11	2	20	7	2	CCc1cccc(C)c1NC(=S)N(CCN(C)C)C(C)c1cccnc1 (configuration not stated)
9	.	1	-11	.	-11	.	.	-31	26	.	.	COc1cccc(CNC(=O)[C@@H]2CCCN2C(=O)[C@H]2CCCCN2S(=O)(=O)c2ccc(OC)c(C)c2)c1
10	-30	-8	14	0	-12	-0.3	14	-1	-16	9	8	S=C(NCCCN1CCOCC1)N(Cc1ccccc1)Cc1ccccc1
11	-8	5	5	1	-9	-0.1	1	-18	-4	8	-11	Cc1ccc2ncnc(Nc3cccc(C(=O)O)c3)c2c1
12	-21	3	1	-18	-43	-1.3	12	-7	-15	-43	-21	Cc1ccc(C(=O)Nc2cccnc2)cc1Cl
13	-9	-2	-15	7	-6	-1.4	5	.	.	0	-2	Nc1nc2nc[nH]c2c(=O)[nH]1
14	-4	0	-6	0	0	-0.7	12	14	-4	2	-7	CC(C)(C)c1ccc(S(=O)(=O)N2CCN(C(=O)C3=COCCO3)CC2)cc1
15	-2	4	-3	4	-10	1.6	8	3	5	-9	5	O=C(NCc1ccccc1)c1ccc(NC(=O)C2CCCCC2)cc1
16	-8	6	-12	-3	-7	-1.1	0	-6	-10	13	-3	C=CCNS(=O)(=O)c1nc(C)c(Cl)c(C)c1C#N
17	-14	-3	-6	-3	3	1.1	10	-5	3	12	9	O=C(NCc1ccc2c(c1)OCO2)C1CCCN1C(=O)Nc1cccc(F)c1 (configuration not stated)
18	14	-6	0	4	0	-2.1	0	18	1	-14	-1	Cc1onc(-c2ccccc2Cl)c1C(=O)N1CCN(Cc2ccc3c(c2)OCO3)CC1
19	-38	2	3	-1	-28	-1.0	-2	-9	-1	6	-1	C[C@H]1CN([C@@H](C)CO)C(=O)c2cc(-c3cccnc3)cnc2O[C@H]1CN(C)Cc1ccc(Oc2ccccc2)cc1
20	13	10	-1	0	0	-0.5	5	23	11	-7	-7	C/C(=N\NC(=O)c1ccc([N+](=O)[O-])cc1)c1cccc([N+](=O)[O-])c1
21	-55	-1	-1	-18	-25	0.8	-1	-7	-30	-17	4	O=C(c1nnc(-c2ccc(Cl)cc2)o1)C1CCCC1
22	-16	3	-8	0	10	1.5	5	-26	7	21	-1	O=C(NC1CCCCCC1)C(Cc1ccccc1)n1cccc1 (configuration not stated)
23	21	1	-1	-10	0	-0.6	-3	-4	12	14	1	CCn1cc(C(=O)O)c(=O)c2cc(F)c(N3CCN(C(=S)NC(=O)c4ccc(F)cc4)CC3)cc21
24	-9	1	-5	2	14	-0.1	3	10	13	9	-6	Cc1ccc(CN2CCN(C/C(Cl)=C/c3ccccc3)CC2CCO)o1 (configuration not stated)
25	5	0	1	1	6	-1.6	3	1	0	-8	0	CCc1cccc(C)c1NC(=O)c1cccnc1
26	-42	4	6	3	-15	0.5	2	-26	10	-13	-6	Cn1cnc2c(cnn2-c2ccccc2)c1=O
27	4	-4	-4	.	19	-3.3	0	-28	-2	-9	.	Cc1nc2ccc(C(=O)N3CCN(c4ccccc4)CC3)cn2c1N(C)C(=O)CCc1ccccc1
28	-25	4	-10	7	23	-3.4	-2	11	48*	12	-6	O=C(NC1CCN(Cc2ccccc2)CC1)c1ccc(S(=O)(=O)NCc2ccco2)cc1
29	-26	-4	3	0	16	-3.1	0	-6	-13	11	0	CC(NS(=O)(=O)c1cc2c3c(c1)CCC(=O)N3CCC2)c1ccccc1 (configuration not stated)
30	-6	8	-4	-61	1	-0.6	9	-5	-34	6	-1	Cc1cc(Nc2ccc(F)cc2Cl)n2ncnc2n1
31	-7	0	3	1	-4	-2.5	-5	8	22	13	5	C=CCn1c(SCC(=O)NCc2ccc3c(c2)OCO3)nnc1-c1cccnc1
32	-3	-11	-7	-2	-7	-0.1	9	-8	-11	-24	4	Cc1ccc(N2CC(C(=O)Nc3cccnc3)CC2=O)cc1Cl (configuration not stated)
33	-114	1	-5	-10	-52	1.9	1	-53	-14	-23	3	Cc1ccccc1CNC(=O)Cc1ccccc1[N+](=O)[O-]
34	-11	1	-1	-49	-18	-2.3	14	-64	-27	-19	.	Cc1ccc(-c2nc(CN3CCCCC3)cc(CN3CCCCC3)c2O)cc1
35	6	2	15	3	-19	-1.0	-2	12	4	6	-6	c1ccc(-n2nnnc2-c2cnc(-c3cccnc3)nc2-c2cccs2)cc1
36	-7	-3	2	-9	18	-1.6	0	18	-6	4	-10	CN=C(Nc1ccccc1)SC1CC(=O)N(c2cccc(OC)c2)C1=O (configuration not stated)
37	-26	-3	10	-1	-86	-2.0	0	2	7	-15	6	Cc1ccnc(N2C(=O)c3ccccc3C2Nc2cccc(C)c2C)c1 (configuration not stated)
38	9	4	-4	22	-16	7.9	-21	0	-18	-3	5	Cc1nn(-c2ccccc2)c(C)c1/C=N/NC(=O)c1cc(-c2ccc(Cl)s2)[nH]n1
39	1	-1	-5	-20	2	-2.5	14	-11	5	15	-8	Cn1c(=O)c2c(nc(N3CCCCC3)n2C)n(C)c1=O
40	-9	-10	-1	-6	-1	-1.4	7	-13	6	-16	-9	O=C1C=C(c2ccc(Cl)c(C(F)(F)F)c2)C[C@@H](c2ccc(Cl)cc2)C1
41	-6	2	4	-2	9	1.5	-5	7	5	24	-1	CCOC(=O)c1c(N)sc(C(=O)N2CCCCCC2)c1C
42	-14	6	-15	-1	25	0.2	4	-1	-1	11	-8	CCCCNC(=O)CCNS(=O)(=O)c1ccc(C)cc1
43	-167	0	2	-7	35	-1.6	2	-38	4	6	-9	c1ccc2c(Nc3ccc(N4CCOCC4)cc3)nc(N3CCOCC3)nc2c1
44	-22	-10	6	9	-25	-3.0	5	-5	-17	-12	4	CCc1c(C)[nH]n(-c2nc(-c3ccccc3)cs2)c1=O
45	-35	2	-3	-17	-2	-1.4	-8	-37	12	-13	1	c1ccc(-c2nnc3sc(Cc4cccs4)nn23)cc1
46	8	-2	-3	-2	12	-0.2	4	18	-2	2	-10	COc1cc(C(=O)Nc2ccccc2N2CCCCC2)cc(OC)c1OC
47	-15	3	-11	6	-12	-1.9	5	13	11	-11	2	COc1ccc(NC(=S)NC(C)Cc2cccs2)cc1 (configuration not stated)
48	-25	10	4	-4	10	1.2	1	3	0	3	-12	COc1ccc(S(=O)(=O)N2CCN(C(=O)c3ccc(C)o3)CC2)cc1
49	-30	2	7	12	2	-2.4	2	-3	0	-22	6	O=C(Cc1ccccn1)c1ccc(F)cc1
50	-7	-8	-4	1	-25	-1.9	-1	-2	-18	5	-4	COc1cc(/C(C)=N/NC(=O)C(O)(c2ccccc2)c2ccccc2)ccc1O
51	-10	-1	-3	1	21	1.8	10	8	16	13	2	CCCCC#Cc1ccccc1CC(=O)Nc1ccccc1
52	-24	-7	-9	-5	-10	-3.2	2	12	14	5	-2	COc1ccccc1NC(=O)CSCc1ccc([N+](=O)[O-])cc1
53	4	2	0	-5	-9	-0.7	8	.	.	-4	10	Cc1cc(C)nc(NS(=O)(=O)c2ccc(NC(=O)c3ccc(S(=O)(=O)N4CCOCC4)cc3)cc2)n1
54	15	-7	-1	-7	-25	-1.7	14	-48	10	17	-8	CC1=C(C#N)C(/C=N/OCc2ccc(F)cc2Cl)CC(=O)N1 (configuration not stated)
55	15	13	-13	5	-14	-2.2	5	-51	-2	27	-15	CC(=NCCCn1ccnc1)c1c(-c2ccccc2)[nH]n(-c2nc3ccccc3s2)c1=O
56	9	-2	-6	-20	16	-2.0	-6	-10	-8	-4	8	Cn1c(SC2C(=O)CC(C)(C)CC2=O)nnc1-c1ccco1
57	-5	2	-8	3	0	-0.9	-1	15	16	-3	2	CC(C)n1c(=O)[nH]c(=O)n1C(C)C
58	-2	-6	-8	2	1	-1.5	6	-24	14	3	1	FC(F)(F)c1cc(C(F)(F)F)c2ccc(N3CCOCC3)nc2n1
59	-21	-1	0	3	-12	-3.8	3	-40	6	-16	-8	Cc1ccc(C(=O)NCC(=O)OCCCOC(=O)CNC(=O)c2ccc(C)cc2)cc1
60	-64	-7	0	-7	-70	5.4	-9	5	-41	-40	-5	CCCCNC(=S)N/N=C/c1ccccc1F

# (next part)
no.	NCOA1 inh	ABHD5 PLIN5 PPI	NOD2-RIPK2 inh	LMP1 NFkB inh	NR5A2 inv ag	MC4R barr agon	MC4R antagonist	NCOA2 inhibitor	NR2F2 inh	NCOA3 inh	TLR9-MyD88 block	Molecule
61	0	-1	-2	-6	8	-3.0	1	-9	13	16	10	CCNc1nc(OCCNC(C)=O)nc(N(C)C)n1
62	5	3	2	-2	4	0.2	4	-5	10	-52	-5	CN(Cc1nc(-c2ccccn2)no1)S(=O)(=O)c1ccc(Br)cc1
63	3	4	-10	3	0	0.5	-1	-42	0	13	-5	NC(=O)COC(=O)[C@@H]1CC(O)CN1S(=O)(=O)c1ccc2c(c1)OCCO2 (some centres not stated)
64	-5	-5	-6	-7	-11	-3.8	5	-1	16	10	3	COc1ccc(S(=O)(=O)N2CCC(C(=O)NCCC(=O)NCc3ccccc3OC)CC2)cc1
65	-122	-1	1	-19	-174	1.1	-6	-76	-22	-61	1	CN(CC(=O)Nc1ccc(F)cc1)C(=O)COC(=O)c1cccc(N(C)C)c1
66	-15	-1	-7	-5	19	0.2	-3	-10	-1	-6	-2	FC(F)(F)c1ccc2c3n(nc2c1)CCN=C3c1ccc(Cl)cc1
67	-3	1	3	0	-16	-2.2	-7	-2	14	12	3	O=C(CCN1C(=O)[C@@H]2Cc3ccccc3CN2C1=O)N[C@H](Cc1ccccc1)C(=O)O
